TSHR antagonist: human thyrotropin receptor antagonism; TSHR-expressing cells, TSH-stimulated cAMP HTRF, 2 h; hits give low values; P16473; activity change, negative = inhibition, % at 11.5 µM; hit rate 0.2% among 330,000; AID 504810;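 active means activity change below a set negative limit, meaning inhibition stronger than a set level, cut at about -70% in these data; inconclusive means activity change between two set negative limits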; further: on the % scale 0 is the no-effect control and ±100 the full control effect
Target sequence (P16473 whole entry, looked up): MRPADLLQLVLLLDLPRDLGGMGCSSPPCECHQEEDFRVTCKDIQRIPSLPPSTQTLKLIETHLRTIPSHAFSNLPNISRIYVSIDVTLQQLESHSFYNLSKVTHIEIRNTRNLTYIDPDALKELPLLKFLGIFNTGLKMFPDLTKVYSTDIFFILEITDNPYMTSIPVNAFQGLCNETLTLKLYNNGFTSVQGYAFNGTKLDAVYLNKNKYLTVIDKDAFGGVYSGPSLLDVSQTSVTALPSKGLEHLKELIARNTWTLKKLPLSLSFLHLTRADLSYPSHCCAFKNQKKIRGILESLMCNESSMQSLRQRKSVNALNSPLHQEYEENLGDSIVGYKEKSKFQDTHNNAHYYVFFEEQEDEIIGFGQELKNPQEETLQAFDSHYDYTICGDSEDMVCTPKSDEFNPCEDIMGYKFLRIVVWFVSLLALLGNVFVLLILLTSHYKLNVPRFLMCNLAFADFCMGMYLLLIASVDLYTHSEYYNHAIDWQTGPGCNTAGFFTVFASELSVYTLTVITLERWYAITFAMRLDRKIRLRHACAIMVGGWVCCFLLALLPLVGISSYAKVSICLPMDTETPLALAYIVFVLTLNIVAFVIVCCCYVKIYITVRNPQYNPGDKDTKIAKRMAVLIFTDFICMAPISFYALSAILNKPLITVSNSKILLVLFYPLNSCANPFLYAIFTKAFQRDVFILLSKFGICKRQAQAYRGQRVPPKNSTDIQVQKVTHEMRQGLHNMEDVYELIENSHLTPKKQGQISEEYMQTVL
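Antagonism was scored as loss of TSH-driven cAMP in TSHR cells, stimulated with 4nM TSH (EC80) for 2 hours at 37 deg C and detected by homogeneous HTRF competition immunoassay.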
Tb PFK block: inhibitors of T. brucei phosphofructokinase; AID 485367; hit rate 0.17% among 330,000; O15648; Potency, µM (top dose mostly 57.5 µM), for the others: at the highest dose activity, negative = inhibition, usual class: inhibitors; T. brucei PFK, ADP-Glo luminescence;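 further: potency means the concentration at half of the fitted maximal effect; 0% = uninhibited 1x PFK enzyme wells and -100% = no-enzyme wells; nearly all actives have a fitted effect of over 60% in size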
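PFK 1.25 nM, F6P 0.5 mM, ATP 0.1 mM, 0.1 M TEA pH 8.0, 5 mM MgCl2, 0.01% Tween20, 0.1% BSA; 45 min RT. ADP-Glo readout. qHTS titration up to 57 uM; curves fitted, compounds curve-classed.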
a7 integrin act: activates integrin-mediated alleviation for muscular dystrophy; Potency, µM (highest dose often 38.3 µM), for the others: top-dose activation, usual class: activators; AID 624291; alpha7betagal myoblasts, beta-gal FDG fluorescence, 48 h; hit rate 0.064% among 350,000;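 further: potency means the concentration at half of the fitted maximal effect; 100% = response of the positive control SU9516; nearly all actives have a fitted effect of over 60% in size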
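alpha7betagal+/- myoblasts (passage 13, 250/well) treated 48 h at 37C with compounds at 1:260 dilution of DMSO stock. Lysed, then beta-galactosidase activity read as FDG fluorescence (ex 480/em 540) after 30 min, with pre-read for autofluorescence.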
Mito fusion act: mitochondrial division inhibition or fusion activation; S. cerevisiae fusion-defective mutant growth rescue, CellTiterGlo 48 h; Potency, µM (top dose mostly 46.1 µM), for inactives: at the highest dose growth rescue (activation), actives largely listed as activators; hit rate 0.23% among 320,000; AID 485298;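 further: potency means the concentration at half of the fitted maximal effect; % of control where 0% means no effect; nearly all actives have a fitted effect of over 45% in size; temperature-sensitive fusion mutants such as fzo1-1 at 37 °C on non-fermentable ethanol glycerol medium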
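Luminescent cell viability in 1536-well qHTS format served as the measure of rescued growth in ts fusion-mutant S. cerevisiae cultured on non-fermentable YPEG for 48 hours at 37C.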
ELG1 DNA repair: blocks ELG1-dependent DNA repair in HEK293T cells; Potency, µM (doses to about 46.1 µM), for inactives: at the highest dose activity change, negative = inhibition, actives largely listed as inhibitors; hit rate 2.3% among 330,000; HEK293T ELG1-luciferase reporter, luminescence, 16 h; DNA damage induced by 5-fluorouridine; further: potency means the concentration at half of the fitted maximal effect; on the % scale 0 is the no-effect control and ±100 the full control effect; nearly all actives have a fitted effect of over 55% in size
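Step one: seed 2,000 cells per well. Step two: pin-transfer compound or DMSO alongside 5-fluorouridine. Step three: incubate 16 hr, 37 °C, 5% CO2. Step four: add ONE-Glo, wait 30 min, read luminescence.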
S-ASM inh: human S-ASM enzyme inhibition; placental ASM, HMU-PC fluorogenic substrate, 60 min; Potency, µM (highest dose often 57.5 µM), without a hit: top-dose activity change, negative = inhibition, hits mostly inhibitors; hit rate 0.006% among 340,000; AID 504937; further: potency means the concentration at half of the fitted maximal effect
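Steps: dispense placental human ASM, pin compound, wait 10 min at room temperature, add HMU-PC0 substrate at 9 uM final, incubate 60 min at 37 °C, add stop solution raising pH to 10, read fluorescence.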
TCR act: T cell receptor activation; primary human leukocytes, anti-CD3, IL-2 HTRF, 48 h; Potency, µM (doses to about 9.22 µM), inactives show at the top dose activation of IL-2 secretion, usual class: activators; 330,000 tested, under 10 active; further: % of control where 0% means no effect
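Compounds are tested in HTS on primary human leukocytes co-incubated with a-CD3 beads for 48 hr. IL-2 output is measured by time-resolved FRET.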
PTAP TSG101 blk: blocks PTAP/TSG101 interaction to inhibit HIV-1 budding. 340,000 tested, under 10 active. Fluorescence polarization, FITC-PTAP peptide / Tsg101 binding. Potency, µM (series often up to 115 µM), for the others: top-dose activity change, negative = inhibition, usual class: inhibitors. AID 493005; active means well fitted inhibition curve with a large enough effect in the main read-out, with a control signal flat, not every such curve was filed as active; inconclusive means small, poorly fitted or top-dose-only effect, or effect the other way, or a change in a side signal; inactive means no such curve, though single readings can be large or run the other way; further: potency means the concentration at half of the fitted maximal effect; % of control where 0% means no effect
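FP read-out: FITC-PTAP peptide, 50 nM final, binding Tsg101 binding domain, 10 uM final; 20 min, r.t.; 10 mM HEPES pH 7.5, 0.15 M NaCl, 0.01% Tween 20, 3 mM EDTA, 0.1 mM TCEP.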
AT treatment: potential ataxia-telangiectasia treatment. […] A-T fibroblasts, KAP-1 phosphorylation AlphaLISA; neocarzinostatin DNA damage 30 min before lysis. Potency, µM (titrated, usually from 57.5 µM), without a hit: top-dose activation, most hits filed as activators. hit rate 0.19% among 320,000. AID 485349; further: potency means the concentration at half of the fitted maximal effect; % of control where 0% means no effect; nearly all actives have a fitted effect of over 45% in size
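hTERT-immortalized A-T patient fibroblasts ([…]), 500 cells/well in OPTI-MEM, 1% FBS, got compounds for 60 min, then NCS for 30 min at 37C. Lysates were then assayed for phospho-KAP-1 by AlphaLISA (anti-pKAP1 donor, anti-KAP1 acceptor beads), 6 hr at 25C.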
Chronic BCR inh: chronic active BCR signaling inhibition. hit rate 0.05% among 340,000. Potency, µM (doses to about 46.1 µM), for the others: at the top dose ratio change, negative = lower green/red ratio, most hits filed as inhibitors. ABC-DLBCL IkBa-CBG/CBR reporter, luminescence ratio, 4 h; active means well fitted inhibition curve with a large enough effect in the signal ratio, with a control signal flat, not every such curve was filed as active; inconclusive means small, poorly fitted or top-dose-only effect, or effect the other way, or a change in a side signal; the % refers to the signal ratio;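 further: potency means the concentration at half of the fitted maximal effect; plate controls were basal doxycycline-induced cells for no effect and cells given 10 µM MG132 for full effect; MG132 reads +100%, hits lower the ratio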
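TMD8 human ABC-DLBCL cells with doxycycline-inducible IκBα–green luciferase fusion and unfused red luciferase, in 0.5% FBS medium; compounds up to 46 uM, 4 h at 37C. Green/red luminescence ratio, filter-overlap corrected, fitted to concentration-response curves.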
Eya2 phos inh: blocks the phosphatase activity of human Eya2; O00167; recombinant Eya2, OMFP fluorescence dephosphorylation (OMFP is methylfluorescein phosphate); Potency, µM (highest dose often 76.9 µM), inactives show at the top dose activity, negative = inhibition, most hits filed as inhibitors; hit rate 0.006% among 330,000; further: potency means the concentration at half of the fitted maximal effect; on the % scale 0 is the no-effect control and ±100 the full control effect
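Eya2 protein (added as 0.2 uM solution) was preincubated with compound for 10 min at ambient temperature in 50 mM HEPES pH 7.5, 50 mM NaCl, 5 uM MgCl2, 0.05% BSA, 1 mM DTT. OMFP (added at 50 uM) then reacted 10 min; fluorescence read at 485/525 nm.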
* = called active by the depositor; i = inactive; u = inconclusive; x = no result given; [ ] = dose if it differs, or a comment. Unless noted, the call rests on the fitted dose curve; in most records, active means well fitted curve in the direction sought with a large enough effect; inconclusive means small, poorly fitted or top-dose-only effect, or another doubt; inactive means no such curve, though single readings can be large; an effect the other way counts as inactive or inconclusive.

compound,TSHR antagonist,Tb PFK block,a7 integrin act,Mito fusion act,ELG1 DNA repair,S-ASM inh,TCR act,PTAP TSG101 blk,AT treatment,Chronic BCR inh,Eya2 phos inh
Cc1ccc(NC(=O)c2cc(-c3ccco3)on2)cc1,0,-4%,18%,2%,u,-2%,2%,0%,1%,u,10%
O=C(COC(=O)c1ccncc1)Nc1cc(S(=O)(=O)N2CCOCC2)ccc1Cl,17,0%,32%,-3%,7%,11%,3%,-3%,4%,u,18%
CCOc1ccc(NC(=S)NC(=O)Cc2ccccc2)cc1,8,3%,31%,-21%,17%,-2%,-6%,3%,7%,3%,-2%
CC1(C)C2CCC1(CS(=O)(=O)NCc1ccc(Cl)cc1Cl)C(=O)C2 (stereo not drawn),-13,4%,-13%,u,-9%,0%,2%,-2%,11%,1%,-1%
Cc1ccc(NC(=O)Cn2nnc(-c3ccccc3-n3cnnn3)n2)c(C)c1,8,-9%,-11%,13%,-4%,1%,0%,2%,-3%,u,3%
COc1cccc2c1OCC(CN1CCN(Cc3ccccc3)C(CCO)C1)=C2 (stereo not drawn),-9,-1%,-13%,-6%,-9%,-3%,-6%,-8%,2%,u,-6%
COc1cccc(CNC(=O)CCc2nnc3ccc(NCCCN4CCCC4=O)nn23)c1,29,-6%,1%,0%,12%,1%,-3%,-1%,-2%,0%,-14%
O=C(O)C1CCC(N2C(=O)C3CCCCC3C2=O)CC1 (stereo not drawn),-3,-2%,-5%,6%,-7%,6%,2%,5%,x,u,-25%
O=C(c1ccccc1-c1ccccc1)N1CCCCC1,-2,12%,41%,-3%,-7%,0%,x,-6%,4%,4%,-12%
COCCn1c(-c2ccc(-c3ccccc3Cl)o2)nc2c1c(=O)[nH]c(=O)n2CC(C)C,2,-5%,-12%,0%,u,i,-3%,-6%,6%,-2%,-14%
c1ccc(NC2=NCCCCS2)cc1,5,-1%,1%,0%,u,6%,-2%[46.1 µM],-5%,x,-10%,-11%
CCCCn1c(=O)[nH]c(=O)c2c1nc(-c1ccncc1)n2CCOC,-2,7%,-8%,-3%,-16%,6%,2%,-4%,0%,1%,13%
CCOC(=O)CNC(=O)CNC(=O)c1ccc(OCC(C)C)cc1,-1,-2%,-27%,2%,-1%,3%,0%,-2%,3%,0%,10%
Cc1cccc(C)c1OCCn1nc(C(=O)O)c2ccccc2c1=O,9,-4%,-9%,4%,-5%,-7%,-1%,-8%,1%,u,-19%
O=C(c1ccccc1)N1CCN(CCc2ccccn2)CC1,-8,-4%,2%,-1%,0%,-3%,-1%,-3%,1%,-17%,-16%

(continued)
compound,TSHR antagonist,Tb PFK block,a7 integrin act,Mito fusion act,ELG1 DNA repair,S-ASM inh,TCR act,PTAP TSG101 blk,AT treatment,Chronic BCR inh,Eya2 phos inh
O=C(NCCN1CCCC1)c1ccccc1Cl,-3,1%,35%,0%,9%,4%,4%,2%,3%,3%,1%
CCOCCCNC(=O)CN1C(=O)CSc2ccc(S(=O)(=O)N3CCOCC3)cc21,30,-2%,32%,-7%,13%,6%,3%,-4%,12%,-11%,-1%
COc1ccc2oc(C(=O)OCC(=O)N(C)C3CCS(=O)(=O)C3)c(C)c2c1 (stereo not drawn),0,-2%,16%,-8%,2%,x,7%,-1%,2%,u,29%
O=C(c1cc(S(=O)(=O)N2CCOCC2)ccc1Cl)N1CCOCC1,-21,0%,10%,-1%,-1%,5%,0%,-4%,14%,-1%,8%
CCCCCNCc1cccc(Br)c1,-1,-14%,2%,-3%,-2%,0%,0%,-4%,-1%,1%,4%
CNc1nc(-c2ccccc2)cc(-c2ccccc2)n1,17,-18%,-47%[inhibitor],-7%,0%,143%[activator],x,-8%,23%,12%,0%
O=[N+]([O-])c1ccc2[nH]c(O)c(N=NC3CS(=O)(=O)CC3O)c2c1 (stereo not drawn),2,-3%,8%,0%,6%,-8%,6%,-7%,-4%,14%,0%
O=C(NN=C1CCCC1)c1n[nH]c2c1CCC2,10,-1%,-18%,-4%,u,6%,1%,-2%,14%[11.5 µM],u,5%
O=C(c1cc(-c2cccnc2)nc2ccc(Br)cc12)N1CCN(c2ncccn2)CC1,-6,0%,-8%,0%,u,-1%,-7%,-9%,5%,-1%,19%
C=CCN=C1CC(C)(C)CC(=O)/C1=C(\O)c1ccccc1,-1,2%,-21%[7.66 µM],2%,1%,-1%,-13%,-1%,-5%,2%,2%
CCn1ccnc1CN(C)Cc1nc(CCC(C)C)no1,-7,-3%,10%,-4%,13%,1%,4%,-1%,-6%,11%,-8%
O=C(CN1C(=O)NC2(CCCC2)C1=O)N1CCN(S(=O)(=O)c2cccc(C(F)(F)F)c2)CC1,-1,0%,4%,-1%,9%,1%,0%,-1%,0%,7%,-7%
CCC(NC(=O)c1[nH]c(C)c(C(C)=O)c1C)c1ccc(Br)cc1 (stereo not drawn),5,-4%,13%,-2%,u,-2%,-2%,2%,-5%,4%,-3%
Cc1cccc(NC(=O)c2ccc(S(=O)(=O)C(F)F)cc2)c1C,-7,-1%,6%,-16%,u,5%,-7%[46.1 µM],-3%,9%,-3%,-2%
COc1ccc(N[C@@H]2CCN3C(=O)c4ccccc4[C@@H]3C[C@H]2O)cc1,-8,-3%,-8%,x,2%,0%,12%[46.1 µM],-7%,-5%,4%,8%

Structural class: those above with bromine (3)
compound,TSHR antagonist,Tb PFK block,a7 integrin act,Mito fusion act,ELG1 DNA repair,S-ASM inh,TCR act,PTAP TSG101 blk,AT treatment,Chronic BCR inh,Eya2 phos inh
CCCCCNCc1cccc(Br)c1,-1,-14%,2%,-3%,-2%,0%,0%,-4%,-1%,1%,4%
O=C(c1cc(-c2cccnc2)nc2ccc(Br)cc12)N1CCN(c2ncccn2)CC1,-6,0%,-8%,0%,u,-1%,-7%,-9%,5%,-1%,19%
CCC(NC(=O)c1[nH]c(C)c(C(C)=O)c1C)c1ccc(Br)cc1 (stereo not drawn),5,-4%,13%,-2%,u,-2%,-2%,2%,-5%,4%,-3%

Next entries follow.
compound,TSHR antagonist,Tb PFK block,a7 integrin act,Mito fusion act,ELG1 DNA repair,S-ASM inh,TCR act,PTAP TSG101 blk,AT treatment,Chronic BCR inh,Eya2 phos inh
CCOc1ccccc1NC1c2ccccc2C(=O)N1c1cccnc1 (stereo not drawn),21,-4%,19%,3%,2%,3%,0%,-5%,x,-24%,16%
Cc1ccc(OC(=O)c2ccc3snnc3c2)cc1,28,0%,10%,-2%,17%,-10%,1%,-5%,-6%,1%,-30%
O=C(CN1C(=O)c2ccccc2C1=O)OCC(=O)N1CCCCC1,0,0%,21%,x,8%,7%,-3%,1%,5%,3%,5%
Cc1ccc(NC(=O)COc2ncnc3cc([N+](=O)[O-])ccc23)cc1S(=O)(=O)N1CCOCC1,4,-4%,-23%,1%,u,0%,-5%,-3%,-3%,u,-6%
COc1ccc(-c2cc(C(=O)N3CCN(c4ccccc4)CC3)c3ccccc3n2)cc1,-6,-1%,-6%,6%,-24%,1%,1%,1%,0%,-19%,-2%
Cc1ccc(N2CCN(CCc3nc4cc(NC(=O)c5ccco5)ccc4n3C)CC2)cc1,-6,0%,-34%,-1%,u,-1%,-6%,-5%,-7%,10%,0%
COCCn1c(SCC(=O)Nc2ccccc2OC)nc2c([nH]c3ccccc32)c1=O,-12,-2%,-14%,2%,-5%,3%,-3%,0%,5%,0%,4%
Cc1nc2ccc(NS(=O)(=O)c3ccc(F)c(F)c3)cc2s1,-25,-4%,-9%,8%,-11%,-2%,-4%,2%,-1%,-3%,7%
